Source: PubChem BioAssay (National Center for Advancing Translational Sciences (NCATS))
Caspase-1 inhib – caspase-1 (human) inhibition, allosteric or competitive; Caspase-1 enzyme, Ac-WEHD-AFC fluorogenic rate; P29466; Potency, µM (series often up to 57.5 µM), without a hit: at the highest dose activity change, negative = inhibition, most hits filed as inhibitors; hit rate 0.03% among 75,000;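 further: potency means the concentration at half of the fitted maximal effect; plate controls were vehicle for no effect and no substrate for full effect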
BRCT PPI green – inhibitors of human BRCA1 BRCT-phosphoprotein interaction (green fluorophore) | P38398 | BRCA1 BRCT-phosphopeptide binding, green fluorescence polarization | Potency, µM (top dose mostly 76.9 µM), inactives show top-dose activity change, negative = inhibition, hits mostly inhibitors | hit rate 0.05% among 75,000;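 further: potency means the concentration at half of the fitted maximal effect; plate controls were peptide without protein for full effect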
Target sequence (P38398 whole entry, looked up): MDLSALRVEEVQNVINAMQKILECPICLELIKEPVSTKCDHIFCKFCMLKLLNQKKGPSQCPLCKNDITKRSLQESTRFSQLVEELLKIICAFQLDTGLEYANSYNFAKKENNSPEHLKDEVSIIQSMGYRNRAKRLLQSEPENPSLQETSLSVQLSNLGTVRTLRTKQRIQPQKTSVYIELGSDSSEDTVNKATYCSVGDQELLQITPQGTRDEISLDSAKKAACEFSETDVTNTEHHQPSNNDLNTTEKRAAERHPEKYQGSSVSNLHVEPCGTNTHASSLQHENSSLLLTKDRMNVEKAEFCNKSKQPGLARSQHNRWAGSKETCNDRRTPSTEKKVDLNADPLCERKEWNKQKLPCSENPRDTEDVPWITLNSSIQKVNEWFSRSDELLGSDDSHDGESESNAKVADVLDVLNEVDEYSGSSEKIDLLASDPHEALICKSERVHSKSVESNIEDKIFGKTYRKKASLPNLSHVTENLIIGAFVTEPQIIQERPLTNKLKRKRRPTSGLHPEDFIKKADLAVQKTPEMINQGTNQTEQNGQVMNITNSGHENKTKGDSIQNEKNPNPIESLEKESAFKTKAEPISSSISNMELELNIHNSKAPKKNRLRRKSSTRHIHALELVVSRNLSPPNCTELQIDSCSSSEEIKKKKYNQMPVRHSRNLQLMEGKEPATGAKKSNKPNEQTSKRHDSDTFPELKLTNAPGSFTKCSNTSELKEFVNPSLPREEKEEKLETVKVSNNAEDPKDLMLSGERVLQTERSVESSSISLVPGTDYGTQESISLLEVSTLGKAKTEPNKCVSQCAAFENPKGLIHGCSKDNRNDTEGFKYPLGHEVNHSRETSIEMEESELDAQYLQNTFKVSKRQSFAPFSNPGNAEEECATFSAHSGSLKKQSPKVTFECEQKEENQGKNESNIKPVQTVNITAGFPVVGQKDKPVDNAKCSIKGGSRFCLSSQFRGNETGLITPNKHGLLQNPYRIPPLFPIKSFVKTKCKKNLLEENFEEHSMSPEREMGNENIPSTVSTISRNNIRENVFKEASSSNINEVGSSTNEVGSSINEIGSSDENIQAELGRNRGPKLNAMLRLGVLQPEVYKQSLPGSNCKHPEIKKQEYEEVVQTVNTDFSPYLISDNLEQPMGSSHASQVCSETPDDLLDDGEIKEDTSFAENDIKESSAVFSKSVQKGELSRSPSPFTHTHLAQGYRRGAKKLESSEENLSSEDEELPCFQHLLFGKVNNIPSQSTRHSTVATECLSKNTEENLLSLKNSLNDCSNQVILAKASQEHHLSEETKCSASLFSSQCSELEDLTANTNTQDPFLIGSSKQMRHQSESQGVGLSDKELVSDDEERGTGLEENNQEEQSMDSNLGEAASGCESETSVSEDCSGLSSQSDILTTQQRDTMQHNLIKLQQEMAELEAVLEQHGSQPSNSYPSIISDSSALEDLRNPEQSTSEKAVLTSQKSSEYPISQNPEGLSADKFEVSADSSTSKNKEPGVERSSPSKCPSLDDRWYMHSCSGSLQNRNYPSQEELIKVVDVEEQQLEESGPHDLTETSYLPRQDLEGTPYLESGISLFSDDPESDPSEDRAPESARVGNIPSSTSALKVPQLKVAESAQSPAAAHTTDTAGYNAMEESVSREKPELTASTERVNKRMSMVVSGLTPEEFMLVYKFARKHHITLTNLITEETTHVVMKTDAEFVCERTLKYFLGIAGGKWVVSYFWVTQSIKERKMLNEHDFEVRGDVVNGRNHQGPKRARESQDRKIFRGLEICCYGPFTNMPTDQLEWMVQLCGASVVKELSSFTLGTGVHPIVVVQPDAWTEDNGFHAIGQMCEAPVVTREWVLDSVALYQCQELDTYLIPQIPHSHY
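Fluorescence polarization: His-tagged BRCT (~35 kDa BRCA1 C-terminus, 250 nM) bound to 100 nM fluorescein-labeled phosphorylated 10-aa BACH1 peptide, pH 7.3 phosphate buffer with DTT and Tween 20. Compounds incubated 12 min at room temperature; inhibition read as lowered polarization.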
USP2a inhib – USP2a (human) protease inhibition; USP2a enzymatic assay, qHTS inhibition; Potency, µM (doses to about 38.3 µM), for the others: at the highest dose activity change, negative = inhibition, hits mostly inhibitors; hit rate 0.1% among 60,000; AID 927;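 further: potency means the concentration at half of the fitted maximal effect; nearly all actives have a fitted effect of over 60% in size; plate controls were DMSO for no effect and NEM full inhibition control for full effect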
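Coupled readout: USP2-cleaved Ub-PLA2 (20nM final) turns over NBD C6-HPC (20uM final), Ex 460nm/Em 535nm after 2.5 h, time-zero read flagging artifacts. Enzyme (20nM final, pH 8.0 Tris) given 30 min RT with compound first; NEM defines full inhibition.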
Caspase-7 inhib – blocks human caspase-7 allosterically or competitively; hit rate 0.02% among 75,000; Potency, µM (top dose mostly 57.5 µM), for the others: top-dose activity change, negative = inhibition, actives largely listed as inhibitors; recombinant caspase-7, Ac-DEVD-AFC fluorescence rate; AID 889; active means well fitted inhibition curve with a large enough effect in the main read-out, with a control signal flat, not every such curve was filed as active; inconclusive means small, poorly fitted or top-dose-only effect, or a change in a side signal; further: potency means the concentration at half of the fitted maximal effect; % of control where 0% means no effect
HEK293 cAMP cs – counter-screen for TSHR agonists: cAMP increase in parental HEK293; parental HEK293 CNG cAMP sensor, membrane potential fluorescence; Potency, µM (doses to about 57.1 µM), for the others: at the highest dose activation, most hits filed as activators; hit rate 2.5% among 73,000; AID 938; further: potency means the concentration at half of the fitted maximal effect; % of control where 0% means no effect; nearly all actives have a fitted effect of over 55% in size
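Parental HEK 293 cells stably expressing a modified CNG channel (no TSHR) report cAMP rise as membrane depolarization. Membrane potential dye with 100 uM RO 20-1724 was loaded for 60 min at room temperature, then compound added for 30 min; fluorescence read at 590 nm.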
Ub-GFP proteasome – inhibits proteasome, raising ubiquitin-GFP reporter fluorescence; Ubiquitin-GFP reporter cells, proteasome inhibition, GFP fluorescence; response scale: untreated = 0%, 10 µM MG-132 = 100%; Potency, µM (titrated, usually from 45.9 µM), without a hit: at the top dose activation (GFP accumulation), hits mostly activators; 67,000 tested, under 10 active; active means well fitted activation curve with a large enough effect, not every such curve was filed as active; inconclusive means small, poorly fitted or top-dose-only effect, or another doubt; inactive means no such curve, though single readings can be large or run the other way; further: potency means the concentration at half of the fitted maximal effect
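Proteasome block read as GFP accumulation: ubiquitin(G76V)-GFP U2OS cells exposed to compound (2.9 nM–46 uM) for 4 hr at 37 C. Normalization used untreated cells as 0% and 10 uM MG-132 as 100%; concentration-response curves fitted.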
Fluorescein fluor – fluorescein region autofluorescence; Compound autofluorescence, 480/540 nm, fluorescein-equivalent; stronger effect = higher value; max fluorescein-equivalent concentration, M; hit rate 0.91% among 59,000; AID 593; in the data active means max fluorescein-equivalent concentration above about 10 nM; inconclusive means between about 1.1 nM and that limit
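Compounds were pin-transferred into 100 mM Tris buffer, pH 8.0, and incubated 15 min at room temperature. Fluorescence was read at 480 nm excitation/540 nm emission. Signals were normalized to an on-plate six-point fluorescein standard curve as dye-equivalent concentration.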
A350 autofl – A350 region autofluorescence | Compound autofluorescence, 340/450 nm, Alexa 350 dye-equivalents; stronger effect = higher value | max dye-equivalent concentration, M | hit rate 11% among 59,000 | AID 590; in the data active means max dye-equivalent concentration above about 10 nM; inconclusive means mostly about 1.1 nM to 9.6 nM
4-MU autofl – compounds fluorescent in 4-MU spectral region. compound autofluorescence, 340/450 nm, 4-MU equivalents; stronger effect = higher value. max dye-equivalent concentration, M. hit rate 11% among 59,000. AID 589; in the data active means max dye-equivalent concentration above about 10 nM; inconclusive means mostly about 1.1 nM to 9.6 nM
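Intrinsic fluorescence at 340/450 nm (ex/em) was read after 15 min at room temperature in pH 8.0, 100 mM Tris. Each compound concentration expressed as 4-MU-equivalent concentration from a six-point 4-MU standard series on each plate.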
BRCT PPI red – disrupts BRCA1 BRCT binding to phosphoprotein, red fluorophore readout; hit rate 0.03% among 75,000; Potency, µM (series often up to 76.9 µM), inactives show top-dose activity change, negative = inhibition, hits mostly inhibitors; P38398; BRCT-phosphopeptide binding, red fluorescence polarization; further: on the % scale 0 is the no-effect control and ±100 the full control effect
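Fluorescence polarization: 100 nM His-tagged BRCA1 BRCT with 100 nM TAMRA-labelled phospho-BACH1 decapeptide, phosphate buffer pH 7.3 with 150 mM NaCl, DTT, 0.01% Tween 20; 12 min RT. Binding inhibition seen as FP decrease.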
GFP derepression – epigenetic GFP locus derepression in mouse cells; AID 597; mouse C127i GFP locus derepression, cytometry, 30 h; hit rate 0.09% among 68,000; Potency, µM (doses to about 46.1 µM), without a hit: at the top dose GFP derepression (activation); further: % of control where 0% means no effect
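Read-out is the number of GFP-positive cells, scored as fluorescent objects 20 to 120 um wide, reflecting derepression of a silenced CMV-GFP reporter in murine C127i cells after 30 h compound exposure at 37 C.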
Numbers without * were called inactive; i = inactive; ? = inconclusive; . = not tested or not shown; [ ] = dose if it differs, or a comment. Unless noted, the call rests on the fitted dose curve; in most records, active means well fitted curve in the direction sought with a large enough effect; inconclusive means small, poorly fitted or top-dose-only effect, or another doubt; inactive means no such curve, though single readings can be large; an effect the other way counts as inactive or inconclusive. These rows are one share of the data; count on the stated rates, not on these rows.

SMILES	Caspase-1 inhib	BRCT PPI green	USP2a inhib	Caspase-7 inhib	HEK293 cAMP cs	Ub-GFP proteasome	Fluorescein fluor	A350 autofl	4-MU autofl	BRCT PPI red	GFP derepression
CCCCn1nnnc1SCC(=O)Nc1cccc(C)n1	0%	-1.3%	9%	-1%	4%	-1%	i	i	i	0.8%	2%
N#CCCCSc1nnc(CSc2nc3ccccc3s2)n1-c1ccccc1	-2%	7.8%	-3%	-5%	?	0%	?	i	i	-1.4%	0%
CCOc1ccc(S(=O)(=O)N(C)c2ccc(OCC(=O)Nc3ccc4[nH]c(=O)[nH]c4c3)cc2)cc1	-5%	-1.7%	27%	-2%	2%	2%	i	i	i	-1.2%	3%
Cc1ccccc1-c1cc(NCc2cccnc2)ncn1	-4%	0.2%	8%	-4%	12%	-3%	i	i	i	-1.6%	3%[9.22 µM]
Cc1nc2cnc(Oc3cccc(Cl)c3)nc2n(C2CC2)c1=O	-2%	-2.8%	165%[activator]	-6%	?	-1%	?	i	i	-1.6%	-3%[9.22 µM]
CC(C)CC(=O)Nc1nnn(C)n1	-1%	-0.2%	-6%	0%	2%	1%	?	?	i	-0.3%	2%
COC(=O)C1CCN(c2cc(=O)n(-c3ccc(OC)cc3)c(=O)[nH]2)CC1	0%	-0.5%	.	2%	8%	9%	.	.	.	0.5%	.
Cc1ccc2nc(N/N=C\c3cccc(C)n3)cc(C)c2c1	1%[11.5 µM]	2.6%[15.4 µM]	.	1%[11.5 µM]	19%[11.4 µM]	9%[9.17 µM]	?	i	i	0.0%[15.4 µM]	0%[9.22 µM]
CCOC(=O)C1CCCN(S(=O)(=O)c2cn(C)c(=O)n(C)c2=O)C1 (stereo not drawn)	3%	1.7%	.	-2%	8%	4%	.	.	.	-0.9%	.
Cc1ccc(C)n1-c1ccc(-c2nnc3n2CCCCC3)s1	-10%	1.1%	3%	-8%	12%	-1%	?	4.6e-08M*	3.4e-08M*	2.5%	0%
COC(=O)Cn1ncc2c3ccccc3n(C)c2c1=O	-2%	-0.7%	.	0%	-7%	.	.	.	.	-4.1%	.
CCOc1ccc(-n2c(SCC(=O)NC(C)CC)nc3n[nH]c(C)c3c2=N)cc1 (stereo not drawn)	-1%	-5.6%	14%	-1%	19%	5%	i	i	i	-0.7%	0%
CCC1CCCCN1CCCNC(=O)CC1Oc2ccc(C)cc2NC1=O (stereo not drawn)	1%	0.0%	.	-1%	7%	-12%	.	.	.	0.1%	2%
Cc1ccnc(N2CCCC(C(=O)Nc3cc(F)ccc3C)C2)n1 (stereo not drawn)	-1%	-1.2%	0%	0%	?	4%	i	i	i	0.8%	0%
Cc1ccccc1OCc1nc2c3cnn(C)c3ncn2n1	-1%	-0.6%	3%	1%	6%	-2%	?	?	i	0.0%	3%
CSc1nnc(-c2ccccc2Cl)n1N	-1%	-0.4%	-7%	-3%	4%	0%	i	i	i	0.0%	3%
COc1ccc2c(Cl)c(C(=O)NC3CCS(=O)(=O)C3)sc2c1 (stereo not drawn)	-1%	-0.9%	6%	1%	11%	-1%	i	i	i	-0.6%	-2%
COc1cc(C2Nc3cccc4cccc(c34)N2)ccc1OC(C)=O	-5%	-3.5%	0%	-3%	1.3µM*	-2%	i	i	i	-3.2%	3%
CC(=O)Nc1ccc(C(=O)CCl)cc1	-5%	0.2%	.	-5%	-14%	.	.	.	.	0.4%	.
Cc1cc2cc(CN(Cc3cccs3)Cc3nnnn3CC3CCCO3)c(=O)[nH]c2cc1C (stereo not drawn)	-12%	3.9%	.	-13%	?	-4%	i	?	?	-0.3%	-4%

By substructure, those above containing an aryl methoxy group
SMILES	Caspase-1 inhib	BRCT PPI green	USP2a inhib	Caspase-7 inhib	HEK293 cAMP cs	Ub-GFP proteasome	Fluorescein fluor	A350 autofl	4-MU autofl	BRCT PPI red	GFP derepression
COC(=O)C1CCN(c2cc(=O)n(-c3ccc(OC)cc3)c(=O)[nH]2)CC1	0%	-0.5%	.	2%	8%	9%	.	.	.	0.5%	.
COc1ccc2c(Cl)c(C(=O)NC3CCS(=O)(=O)C3)sc2c1 (stereo not drawn)	-1%	-0.9%	6%	1%	11%	-1%	i	i	i	-0.6%	-2%
COc1cc(C2Nc3cccc4cccc(c34)N2)ccc1OC(C)=O	-5%	-3.5%	0%	-3%	1.3µM*	-2%	i	i	i	-3.2%	3%

Other results
SMILES	Caspase-1 inhib	BRCT PPI green	USP2a inhib	Caspase-7 inhib	HEK293 cAMP cs	Ub-GFP proteasome	Fluorescein fluor	A350 autofl	4-MU autofl	BRCT PPI red	GFP derepression
Cc1ncsc1C(=O)Nc1nc2c(s1)CC(C)CC2 (stereo not drawn)	-2%	-2.8%	3%	-1%	3%	4%	i	i	i	0.4%	0%
COc1ccc(S(=O)(=O)N(Cc2ccccc2)Cc2nc(-c3ccccc3)no2)cc1	-4%	-1.3%	-12%	-2%	30%	2%	i	i	i	-1.0%	0%
COc1ccc(CNc2ncnc3ccc(-c4c(C)noc4C)cc23)c(OC)c1	-6%	1.1%	202%[activator]	-5%	18%	-3%	?	i	i	-0.1%	1%[9.22 µM]
Cc1ccc(S(=O)(=O)N2CCOCC2)cc1C(=O)NCc1cn2ccsc2n1	4%	-0.3%	4%	-1%	-2%	2%	?	i	i	0.7%	3%
O=C(O)c1ccccc1OCCOCCOc1ccccc1C(=O)O	1%	-0.7%	-3%	2%	2%	-4%	?	i	i	1.3%	-2%
Cc1nn(-c2ccccc2)cc1/C=N/O	-1%	-2.4%	-4%	0%	-2%	3%	?	i	i	-0.1%	4%
O=C=Nc1ccc(Cl)c(Cl)c1	0%	-2.8%	.	-3%	19%	.	.	.	.	2.3%	.
COc1ccc2cc3cc(C(=O)Nc4ccccc4N4CCN(C)CC4)oc3nc2c1	0%	-0.7%	14%	-1%	-68%[inhibitor]	2%	i	1.3e-08M*	1.3e-08M*	-0.7%	0%
CCOC(=O)CNC(=O)CN1C(=O)CCSc2ccccc21	-2%	-1.8%	.	0%	-5%	.	.	.	.	-3.0%	.
O=C(NCc1ccco1)c1cc2n(n1)C(C(F)(F)F)CC(c1ccc(Br)cc1)N2 (stereo not drawn)	1%	-1.6%	22%	0%	-17%	-3%	i	i	i	-0.8%	3%
CCc1nc(SCC(=O)Nc2ccc3c(c2)OCCO3)c2oc3ccccc3c2n1	-1%	-3.5%	7%	1%	13%	-7%	?	i	i	0.2%	2%
Nn1cnnc1SCC(=O)Nc1ccc(C2CCCCC2)cc1	0%	7.1%	3%	-2%	3%	-3%	i	i	i	-0.2%	-1%
CS(=O)(=O)N(Cc1ccc(C(=O)NCc2ccco2)cc1)c1ccccc1	0%	-1.4%	.	0%	-24%	.	.	.	.	-0.9%	.
Cc1ccccc1-n1nnnc1SCc1csc(-c2ccccc2)n1	-2%	-2.7%	2%	-5%	3.2µM*	4%	?	i	i	-0.5%	1%
Cc1c(C(=O)Nc2ccncc2)oc2ccccc12	0%	2.8%	10%	1%	141%	4%	i	i	i	-1.0%	-3%
N#CCSc1nnc(Cc2cccc3ccccc23)n1C1CCCCC1	-3%	1.6%	37%[activator]	-9%	16µM*	-3%	?	i	i	1.6%	1%
COc1ccc(Nc2ncnc3nc[nH]c23)cc1OC	-1%	-0.8%	.	-2%	4%	7%	.	.	.	0.5%	.
CC(=O)OCC1=C(C(=O)O)N2C(=O)C(NC(=O)CSc3ccncc3)[C@@H]2SC1 (stereo partly drawn)	-1%	-1.6%[3.08 µM]	-5%	-1%	.	.	.	.	.	0.0%	.
CCOC(=O)C1=C(N)Oc2ccc(Br)cc2[C@@H]1[C@@H](C#N)C(=O)OCC	0%	1.9%	.	0%	-2%	8%	.	.	.	-0.1%	-1%
COc1ccccc1NC(=O)CS(=O)(=O)c1cccc2nsnc12	-5%	-5.4%	-12%	-3%	4%	-5%	i	i	i	0.8%	0%
O=C(NCC1COc2ccccc2O1)C1CCN(S(=O)(=O)c2cccc3nsnc23)CC1 (stereo not drawn)	0%	-0.6%	13%	-1%	6%	-3%	?	?	?	0.7%	-1%
COC1CCCCC1Nc1cc(C)ccc1C (stereo not drawn)	-1%	-0.3%	-8%	0%	10%	0%	.	.	.	2.5%	0%
O=C(CSc1ncnc2nc[nH]c12)N1CCN(c2ccccc2)CC1	2%	-0.5%	7%	0%	-12%	-7%	i	i	i	0.5%	-1%
CCN(CCCNC(=O)CCNC(=O)Cn1cnc2ccccc2c1=O)c1ccccc1	0%	-2.3%	8%	0%	-9%	24%	i	i	i	-0.5%	-1%
Cc1ccc(CNC(=O)CCS(=O)(=O)c2cccc3nonc23)cc1	0%	-2.5%	7%	-1%	?	-14%	i	i	i	0.1%	-1%
